Compound activity (PubChem)
hIAP inh: human IAP inhibition; P09923; purified IAP, CDP-Star luminescence, 30 min; inhibition, % at 10 µM; 330,000 compounds, 0.12% hits; AID 2544;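 active means inhibition reaching a set limit with compound at 10 µM in the primary screen, cut at about 35% in these data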;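 further: plate controls were DMSO wells with enzyme for no effect and no-enzyme buffer wells for full effect; values of inactives mirror those of a sister screen read the other way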
hIAP activ: human IAP activation; P09923; AID 2524; 330,000 compounds, 0.16% hits; purified human IAP, CDP-Star luminescence, 30 min; stronger effect = higher value; 1 = vehicle-only enzyme, 0 = enzyme-free background; activation factor at 10 µM;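 active means activation factor of the enzyme at least 2-fold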; further: the source names both 10 and 20 µM as test concentration; values of inactives mirror those of a sister screen read the other way
NALP3 yeast inh: inhibitors of NALP3 inflammasome in yeast; 330,000 compounds, 0.39% hits; Yeast reconstituted NLRP3/ASC/caspase-1, beta-gal luminescence, 24 h; inhibition, % at 10 µM; AID 2825;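 active means inhibition of 50% or more; inactive means inhibition below 50%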;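 further: plate controls were induced DMSO wells for no effect and uninduced yeast grown without galactose for full effect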
APOBEC3A inh: blocks human APOBEC3A ssDNA deamination | P31941 | recombinant A3A, FAM/TAMRA ssDNA deamination fluorescence | inhibition, % at 20 µM | 330,000 compounds, 0.41% hits | AID 493011;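 active means at least 40% inhibition at 20 µM here, with at most 30% in a related deaminase screen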;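 further: plate controls were A3A with DMSO for no effect and wells lacking A3A enzyme for full effect; some results filed as inactive read as strong as hits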
Target sequence (P31941 whole entry, looked up): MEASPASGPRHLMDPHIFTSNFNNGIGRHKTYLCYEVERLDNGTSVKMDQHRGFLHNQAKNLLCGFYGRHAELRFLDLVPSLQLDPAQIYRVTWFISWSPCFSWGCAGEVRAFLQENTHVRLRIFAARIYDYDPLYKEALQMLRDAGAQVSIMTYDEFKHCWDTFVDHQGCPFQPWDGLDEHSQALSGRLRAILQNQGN
MIN6 prolif: MIN6 beta-cell proliferation induction | 330,000 compounds, 0.29% hits | AID 2380 | proliferation, % at 10 µM | MIN6 cells proliferation, ATPlite luminescence, 48 h; cells starved in 0.2% serum; 100% = growth in 10% serum;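 active means compounds whose signal lies at least 3.5 SD above the mean of all wells on their plate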;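 further: 0% = DMSO-treated cells in low-serum medium and 100% = 10% serum control; some compounds called inactive have numbers as strong as hits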
SENP1 inh: SENP1 (human) catalytic domain inhibition. recombinant SENP1 catalytic domain, CyPet-SUMO1-YPet FRET cleavage. inhibition, % at 10 µM. 360,000 compounds, 0.21% hits. AID 624204;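 active means inhibition at least 30% at 10 µM, raw YFP signal under a set limit, fluorescence ratio 0.5 to 1.5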;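 further: 0% = enzyme with DMSO and 100% = no enzyme wells; some results filed as inactive read as strong as hits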
Target sequence (Q9P0U3 419-644 limits assumed): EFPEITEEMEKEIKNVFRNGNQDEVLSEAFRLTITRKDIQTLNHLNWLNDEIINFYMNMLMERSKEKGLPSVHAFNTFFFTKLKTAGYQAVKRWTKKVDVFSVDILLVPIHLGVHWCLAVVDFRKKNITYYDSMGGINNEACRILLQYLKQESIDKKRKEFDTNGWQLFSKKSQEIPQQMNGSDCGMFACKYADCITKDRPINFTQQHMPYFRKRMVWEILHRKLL
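System: Recombinant human SENP1 catalytic domain, His6-tagged | Incubation: Enzyme reaction for 50 min at room temperature, dark | Medium: Tris pH 8 with BME, BSA, NP40 and catalase | Also added: 25 nM SUMO1 FRET substrate | Compound: 10 µM single point, 0.5% DMSO | Measured by: FRET fluorescence in CFP and YFP emission channels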
APOBEC3G inh: inhibitors of human APOBEC3G DNA deaminase | recombinant A3G, ssDNA deamination FAM/TAMRA fluorescence | inhibition, % at 20 µM | 330,000 compounds, 0.28% hits | AID 493012;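 active means inhibition of at least 40% at 20 µM, with no more than 30% in the related APOBEC3A deaminase screen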;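 further: plate controls were DMSO wells with A3G for no effect and wells lacking A3G enzyme for full effect; some compounds called inactive have numbers as strong as hits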
Target sequence (Q9HC16 whole entry, looked up): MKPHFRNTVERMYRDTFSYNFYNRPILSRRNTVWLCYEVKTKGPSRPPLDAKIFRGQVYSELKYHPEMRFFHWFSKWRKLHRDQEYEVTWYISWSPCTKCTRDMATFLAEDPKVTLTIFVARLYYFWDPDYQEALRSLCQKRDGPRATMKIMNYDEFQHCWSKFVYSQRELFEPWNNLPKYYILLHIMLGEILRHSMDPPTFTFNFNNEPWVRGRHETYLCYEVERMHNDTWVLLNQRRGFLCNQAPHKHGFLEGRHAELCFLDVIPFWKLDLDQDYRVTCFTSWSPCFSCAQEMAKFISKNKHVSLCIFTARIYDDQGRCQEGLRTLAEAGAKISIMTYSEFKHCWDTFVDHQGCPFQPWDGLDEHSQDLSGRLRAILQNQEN
mIAP inh: mouse IAP inhibition; purified mouse IAP, CDP-Star luminescence, 30 min; inhibition, % at 10 µM; 330,000 compounds, 0.2% hits;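 active means inhibition of at least 40% at 10 µM in the primary screen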;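 further: plate controls were DMSO with enzyme for no effect and no enzyme wells for full effect; values of inactives mirror those of a sister screen read the other way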
mIAP act: mouse IAP activation; muIAP, CDP-Star luminescence, 30 min; stronger effect = higher value; 1 = vehicle-only enzyme signal, 0 = enzyme-free wells; 330,000 compounds, 0.24% hits; activation factor at 10 µM; AID 2805;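 active means activation factor of at least 2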; further: the source names both 10 and 20 µM as test concentration; values of inactives mirror those of a sister screen read the other way
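Assay system: mouse IAP enzyme; Reagent: CDP-Star chemiluminescent phosphatase substrate; Compound: DMSO-dissolved test compounds; Incubation: 30 min, room temperature; Technique: luminescence from enzymatic CDP-Star hydrolysis; Controls: DMSO-only wells and no-enzyme negative control.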
* hit, by the source's call; x = no result given.

SMILES	hIAP inh	hIAP activ	NALP3 yeast inh	APOBEC3A inh	MIN6 prolif	SENP1 inh	APOBEC3G inh	mIAP inh	mIAP act
COC(=O)c1oc2ccc(Br)cc2c1NC(=O)CCN1CCOCC1	4	0.96	12	-2	-5	0	-12	1	0.99
O=C(/C=C/c1ccc(Cl)cc1)NCc1cccs1	11	0.89	37	5	0	2	-6	2	0.98
CC(=O)Nc1nc2ccc(S(=O)(=O)N3CCCCC3)cc2s1	-12	1.1	-12	-5	4	-2	-10	11	0.89
Cn1c(=O)oc2cc(S(=O)(=O)NC3CCCc4ccccc43)ccc21 (configuration not stated)	11	0.89	8	-1	-3	-1	2	0	1
COc1ccccc1-c1cn[nH]c1-c1ccc(OCc2ccc([N+](=O)[O-])cc2)cc1O	-65	1.6	-8	-1	-2	1	-7	2	0.98
CCOc1ccc(CCNS(=O)(=O)c2ccc(-c3ccc(=O)[nH]n3)o2)cc1OCC	8	0.92	7	-6	0	0	-5	2	0.98
COc1ccc(C(=O)NCCN2CCCC2)cc1	-11	1.1	7	-6	4	-2	-8	3	0.97
CN(C)c1ccc(/C=N/NC(=O)CSc2ccccn2)cc1	5	0.95	16	-1	-2	-18	-1	5	0.95
CC(=O)C1=C(O)C(=O)N(Cc2cccnc2)C1c1ccc(C(C)C)cc1 (configuration not stated)	9	0.91	8	-3	-2	0	-12	5	0.95
Cn1c(=O)n(C)c2cc(N3CCCCC3)c(NC(=O)c3cccc(Cl)c3)cc21	17	0.83	21	3	-4	-19	11	3	0.97
Cc1cc(C)nc(SCc2nnc(SCC(=O)N3CCCc4ccccc43)o2)n1	-12	1.1	13	2	1	1	3	-2	1
O=C(CN(C(=O)Cn1nnc(-c2ccc(F)cc2)n1)c1ccc(F)c(Cl)c1)NCC1CCCO1 (configuration not stated)	20	0.8	2	-3	-3	2	-4	10	0.9
CCOC(=O)/C(C#N)=C/Nc1cc(OC)ccc1OC	10	0.9	9	-1	0	-49	1	10	0.9
Fc1ccc2[nH]c3c(N4CCN(C5CCCCC5)CC4)ncnc3c2c1	-27	1.3	10	-9	-1	x	-4	-12	1.1
COc1ccc(-c2nnc(-c3cccnc3)o2)cc1OC	-3	1	-4	-4	-1	-1	-7	-1	1
Cc1ccccc1-c1nc(CN2CCC(C(=O)NCC3CCCO3)CC2)c(C)o1 (configuration not stated)	21	0.79	6	-3	1	-1	-7	17	0.83
CN(Cc1ccccc1)c1nnc(N)s1	22	0.79	-3	-5	0	0	-5	12	0.88
COc1ccc(S(=O)(=O)N2CCOC2CNC(=O)C(=O)NCc2ccco2)cc1 (configuration not stated)	-5	1.1	-7	0	3	4	-1	2	0.98
CCOc1ccc(CCNC(=O)C2CCCN(c3nnc(-n4cccc4)s3)C2)cc1OCC (configuration not stated)	-6	1.1	26	-13	-4	-1	-7	-3	1
Cc1ccc(-n2nnc3c(=O)n(Cc4cccc(C)c4)cnc32)cc1	9	0.91	24	1	-7	4	1	2	0.98
CCN1CCN(c2nc(-c3cccnc3)nc3ccccc23)CC1	1	0.99	24	-1	-1	-1	-3	6	0.94
Cn1c(SCC(=O)NC(C)(C)C)nnc1-c1ccc(C(C)(C)C)cc1	11	0.89	-4	-5	1	1	-9	0	1
CC(=O)n1c2c(c3ccccc31)OC(N)=C(C#N)C2c1cccc(Cl)c1Cl (configuration not stated)	-10	1.1	9	-3	-4	-24	-8	3	0.97
O=S1(=O)N=C(SCCO)c2ccccc21	-14	1.1	22	0	-2	0	-7	-4	1
CCC(=O)N1CCCc2cc(S(=O)(=O)N3CCC(N4CCCCC4)CC3)ccc21	-20	1.2	9	0	-1	-7	-1	4	0.96
O=C(c1cc(C2CC2)nn1-c1ccccc1)N1CCN(S(=O)(=O)c2cccc(F)c2)CC1	1	0.99	14	4	-2	1	-2	1	0.99
Brc1ccc(OCCCN2CCOCC2)cc1	-13	1.1	42	0	-3	3	-3	3	0.97
Cc1ccc(CCC(=O)Nc2ccc(C)c(C)c2)o1	0	1	33	-3	3	0	-3	-8	1.1
O=C(NCc1ccccc1OC(F)(F)F)C1CCC(=O)N(CCc2ccccn2)C1 (configuration not stated)	18	0.82	0	-2	-4	0	-6	-2	1
Cc1ccc(OCC(=O)Nc2ccc(Cl)cc2)c(-n2nc3ccccc3n2)c1	12	0.88	13	3	-2	0	-2	10	0.9
CC(=O)C(=[N+]=[N-])C(=O)NCc1ccccc1	7	0.93	13	-1	1	2	-4	-6	1.1
COc1cc2c(cc1OC)C(C)N(S(=O)(=O)c1cccs1)CC2 (configuration not stated)	-2	1	-2	-4	2	0	-10	0	1
COc1ccccc1C1C(C(C)=O)=C(O)C(=O)N1CCc1ccccc1 (configuration not stated)	-13	1.1	15	-2	-3	1	-4	4	0.96
O=C(Cc1ccccc1Cl)Nc1cc(S(=O)(=O)N2CCOCC2)ccc1N1CCOCC1	13	0.87	7	13	0	-1	-4	-4	1
OCCNc1ccc(Cl)cc1	3	0.97	-6	-1	-1	0	-2	6	0.94
Cc1ccc(S(=O)(=O)NCC(=O)N(CC2CCCO2)C(C(=O)NCC2CCCO2)C(C)C)cc1 (configuration not stated)	-16	1.2	17	-3	-2	-2	-11	8	0.92
O=S(=O)(O)c1cnccc1Nc1cccc(C(F)(F)F)c1	18	0.82	4	-2	1	1	-5	2	0.98
O=C(N/N=C/c1c[nH]c2ccccc12)c1cccs1	3	0.97	6	2	-1	0	1	3	0.97
COc1cc([N+](=O)[O-])ccc1NC(=O)Nc1nc2c(s1)CCCC2	3	0.97	32	-2	0	3	-9	9	0.91
O=c1[nH]c2cc(Cl)ccc2n1-c1ccccc1	-2	1	14	-5	-3	2	-9	3	0.97
COc1ccc(C(=O)NCc2ccc3c(c2)OCO3)cc1S(=O)(=O)NCc1ccc(Cl)cc1	11	0.89	10	1	0	0	-7	0	0.99
O=[N+]([O-])c1ccccc1S(=O)(=O)N1CCc2ccccc2C1	20	0.81	10	2	-1	1	-3	-3	1
CCN(CC)CCCN(C(=O)c1ccc(OC)cc1)c1nc(-c2ccc(OC)cc2)cs1	0	1	20	-6	-5	2	22	8	0.92
O=C(c1ccc(F)cc1)C1CCN(CCn2c(=S)[nH]c3ccccc3c2=O)CC1	15	0.85	18	0	-5	x	-4	-1	1
O=C(N/N=C/c1cc(Br)ccc1O)c1ccccc1Cl	-3	1	17	-1	-3	-17	-1	16	0.84
CCOc1ccccc1-c1nc2c(s1)CCc1onc(-c3ccc(OC)cc3)c1-2	18	0.82	-2	2	6	1	1	3	0.97
CCOC(=O)c1c(-c2ccccc2)n(C)c2ccc(O)cc12	-9	1.1	13	-2	5	2	-3	-11	1.1
CCN(C(=O)COC(=O)CC(C)c1ccccc1)c1c(N)n(Cc2ccccc2)c(=O)[nH]c1=O (configuration not stated)	6	0.94	10	2	-2	-1	-2	-3	1

Gathered by group, the entries above with a thiophene ring, fused or not (three)
SMILES	hIAP inh	hIAP activ	NALP3 yeast inh	APOBEC3A inh	MIN6 prolif	SENP1 inh	APOBEC3G inh	mIAP inh	mIAP act
O=C(/C=C/c1ccc(Cl)cc1)NCc1cccs1	11	0.89	37	5	0	2	-6	2	0.98
COc1cc2c(cc1OC)C(C)N(S(=O)(=O)c1cccs1)CC2 (configuration not stated)	-2	1	-2	-4	2	0	-10	0	1
O=C(N/N=C/c1c[nH]c2ccccc12)c1cccs1	3	0.97	6	2	-1	0	1	3	0.97

Next section:
SMILES	hIAP inh	hIAP activ	NALP3 yeast inh	APOBEC3A inh	MIN6 prolif	SENP1 inh	APOBEC3G inh	mIAP inh	mIAP act
CCOC(=O)N1CCN(C(=O)c2cccc(N3C(=O)NC4CC3(C)Oc3ccccc34)c2)CC1 (configuration not stated)	-8	1.1	16	-6	1	2	-7	-2	1
CCN(CC(=O)Nc1c(F)cccc1F)C(=O)/C=C/c1ccc2ccccc2n1	8	0.92	7	95	4	3	77	7	0.93
COc1ccc(Nc2nc3ccc(OC)cc3s2)cc1	-2	1	6	2	3	-1	0	11	0.89
Cc1c(-c2ccc(OCc3ccccc3)cc2)nc2ccccc2c1C(=O)O	-12	1.1	1	-4	-3	3	-8	7	0.93
Cc1ccc(NC(=O)CC(C)CC(=O)NCc2ccccc2)cc1Cl (configuration not stated)	4	0.96	5	-3	-4	0	-8	-4	1
COc1ccccc1/C=C/C=N/NC(=O)CCn1cnc2ccccc21	-34	1.3	23	3	-2	1	1	2	0.97
CC(=O)Nc1ccc(CN(C)CC2CCCN(CCc3cccc(C(F)(F)F)c3)C2)cc1 (configuration not stated)	-18	1.2	16	-4	-4	0	-2	-7	1.1
C/C(=N\O)C(C)/[N+]([O-])=C/c1nc(C)c(C)n1O (configuration not stated)	-32	1.3	-2	-4	-2	1	-3	8	0.92
CCC(=O)N(Cc1cc2c(C)ccc(C)c2[nH]c1=O)C1CCCCC1	-17	1.2	12	2	0	1	1	-7	1.1
COC(=O)C[C@H]1c2ccccc2S(=O)(=O)N1C(C)C	14	0.86	7	-2	0	3	-10	4	0.96
CC(C)(C)c1ccccc1NC(=O)COC(=O)CN1C(=O)NC2(CCCC2)C1=O	0	0.99	-4	27	2	0	2	7	0.93
CN(CC(=O)Nc1ccc2c(c1)OCCO2)CC(=O)Nc1ccc(F)c(F)c1F	-56	1.6	1	-1	1	5	-6	-17	1.2
CCC(=O)Nc1ccccc1C(=O)OCC(=O)c1ccccc1	-8	1.1	-5	-5	-1	3	-8	-8	1.1
CC(=O)CSc1nnc(CN2C(=O)CSc3ccc(C(F)(F)F)cc32)n1C	-4	1	14	0	0	2	-1	2	0.98
FC(F)(F)c1cccc(-n2c(Cn3nnc4ccccc43)n[nH]c2=S)c1	2	0.98	18	0	2	2	24	-3	1
O=C(N/N=C/c1cccc([N+](=O)[O-])c1)c1cc[n+](CCO)cc1	9	0.91	7	-2	0	3	-7	-3	1
CCc1ccc(CCC(=O)Nc2ccc(C(=O)O)cc2)o1	-16	1.2	8	-4	-1	-2	-5	4	0.95
CCOC(=O)COc1c(C(=O)OC)sc2ncccc12	8	0.92	-10	-4	2	3	-8	3	0.97
Cc1ccc(C)c(-n2c(Cc3cc(=O)[nH]c(=O)[nH]3)nnc2SC(C)C)c1	12	0.88	11	2	-2	6	-2	4	0.95
COC(CNC(=O)C(=O)NCC1CCCN1S(=O)(=O)c1cccs1)OC (configuration not stated)	-4	1	4	-2	-3	-3	-10	-2	1
O=C(CSc1nnc(-c2ccccc2)c2ccccc12)NCCN1C(=O)CSC1=O	21	0.79	7	-3	2	2	-6	-1	1
O=C1CN(C(=O)C2CC2)c2ccccc2N1	-18	1.2	14	6	-1	-2	4	4	0.95
S=c1nc(C23CC4CC(CC(C4)C2)C3)[nH][nH]1	7	0.93	5	-6	-1	-1	11	-5	1
CC(C)[C@H](NC(=O)c1ccccc1Cl)C(=O)OCC(=O)NC(=O)NC1CCCC1	-17	1.2	5	1	0	0	2	1	0.99
CCOC(=O)N1CCN(C(=O)CSCC(=O)Nc2nc(-c3ccc(Cl)s3)cs2)CC1	-18	1.2	1	2	-3	-3	-3	10	0.9

These rows are one share of the data (hit frequency here may not be typical).
